AGP1 TOR yeast: yeast TOR pathway AGP1-GFP modulation | AID 2066 | 320,000 compounds, 0.02% hits | S. cerevisiae AGP1-GFP multiplex flow cytometry, 3 h; GFP as percent of DMSO wells | GFP response vs DMSO, % at 10 µM;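 active = GFP response relative to DMSO above a set limit, near screen average plus 3 SD, cut at about 150% in these data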;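 also: median GFP channel fluorescence of the gated AGP1 strain per well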
RPL19A-GFP yeast: alters RPL19A-GFP fluorescence in TOR pathway yeast screen; S. cerevisiae RPL19A-GFP strain, flow cytometry, 3 h; hits give low values; percent response vs DMSO, % at 10 µM; 330,000 compounds, 0.3% hits;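 active = percent response vs DMSO below 50%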;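 also: median channel GFP fluorescence of the barcoded RPL19A-GFP strain; ratio of sample median GFP to plate DMSO average so 100% = DMSO; lower means less RPL19A-GFP as with rapamycin TOR inhibition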
LAP4-GFP MLPCN: alters LAP4-GFP fluorescence in TOR pathway yeast screen; S. cerevisiae LAP4-GFP multiplex, flow cytometry GFP, 3 h; median GFP as percent of DMSO wells; GFP response vs DMSO, % at 10 µM; 320,000 compounds, 0.34% hits; AID 2023;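 active = GFP response vs DMSO above a set limit, about the screen mean plus 3 SD, cut at about 150% in these data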
Efflux pump mplx: antifungal efflux pump inhibition, Nile Red retention; S. cerevisiae Candida pump triplex; inhibition, % at 10 µM; 330,000 compounds, 0.44% hits;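 active = plate passing quality check with inhibition over a set limit, or well fluorescence over plate mean plus 4 SD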;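 also: Nile Red retained in pooled yeast measured as flow cytometry median fluorescence; 0% = buffer negative control and 100% = Enniatin B positive control; higher means more Nile Red kept so more efflux inhibition; some compounds called inactive have numbers as strong as hits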
Yeast superoxide: caloric restriction mimetics inhibiting age-related superoxide in yeast; 330,000 compounds, 0.18% hits; AID 2690; superoxide response (% of plate mean), % at 10 µM; S. cerevisiae aged cells, superoxide DHE fluorescence; hits give low values;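 active = superoxide response under a set limit, about three screen SD below normal, cut at about 65% in these data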;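 also: yeast aged for seven days with compound at 30 °C before DHE staining; 100% = average MFI of all compound-treated wells on the plate with controls excluded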
MEP2-GFP yeast: modulators of TOR pathway MEP2-GFP in S. cerevisiae. S. cerevisiae MEP2-GFP strain, flow cytometry GFP, 3 h; 100% = DMSO control level. GFP response vs DMSO, % at 10 µM. 330,000 compounds, 0.51% hits. AID 2016;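 active = GFP response versus DMSO above a set limit, roughly screen mean plus 3 SD, cut at about 180% in these data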;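 also: median GFP fluorescence of the barcode-gated MEP2-GFP cells per well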
CIT2 TOR yeast: alters CIT2-GFP fluorescence in TOR pathway yeast screen; S. cerevisiae CIT2-GFP strain, flow cytometry, 3 h; 100 means same as DMSO wells; GFP response vs DMSO, % at 10 µM; 320,000 compounds, 0.065% hits; AID 2029;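 active = GFP response relative to DMSO above a set limit, near the screen mean plus 3 SD, cut at about 150% in these data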;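 also: ratio of well median GFP fluorescence to mean of DMSO wells on the plate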
AHR activator: activates the human aryl hydrocarbon receptor. AHR-responsive luciferase reporter cells, luminescence. 320,000 compounds, 2.5% hits. P35869. activation, % at 5 µM; in the data active = activation above about 47%;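 also: 0% = vehicle wells and 100% = reference agonist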
Target sequence (P35869 whole entry, looked up): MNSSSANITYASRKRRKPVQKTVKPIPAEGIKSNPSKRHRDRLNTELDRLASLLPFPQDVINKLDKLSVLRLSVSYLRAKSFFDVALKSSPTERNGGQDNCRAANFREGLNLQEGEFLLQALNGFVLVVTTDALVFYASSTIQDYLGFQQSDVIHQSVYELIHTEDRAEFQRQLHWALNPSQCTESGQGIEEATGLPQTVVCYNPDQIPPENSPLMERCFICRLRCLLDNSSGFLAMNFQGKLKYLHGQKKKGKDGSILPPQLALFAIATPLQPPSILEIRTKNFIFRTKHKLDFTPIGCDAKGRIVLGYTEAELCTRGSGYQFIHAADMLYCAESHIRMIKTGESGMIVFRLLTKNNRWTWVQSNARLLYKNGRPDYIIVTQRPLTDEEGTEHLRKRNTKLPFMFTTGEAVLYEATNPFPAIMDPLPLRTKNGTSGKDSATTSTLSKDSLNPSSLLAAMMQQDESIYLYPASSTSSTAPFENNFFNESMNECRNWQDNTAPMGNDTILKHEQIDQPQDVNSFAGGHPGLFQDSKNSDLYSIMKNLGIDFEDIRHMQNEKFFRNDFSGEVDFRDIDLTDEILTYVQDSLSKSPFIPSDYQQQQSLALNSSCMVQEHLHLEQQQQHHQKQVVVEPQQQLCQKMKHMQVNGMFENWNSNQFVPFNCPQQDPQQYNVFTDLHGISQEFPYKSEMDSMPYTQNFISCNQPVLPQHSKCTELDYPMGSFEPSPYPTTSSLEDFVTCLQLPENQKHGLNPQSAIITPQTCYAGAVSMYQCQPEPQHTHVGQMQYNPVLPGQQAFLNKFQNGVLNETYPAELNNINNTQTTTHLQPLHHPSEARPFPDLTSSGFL
Numbers without * were called inactive; . = not tested or not shown.

SMILES	AGP1 TOR yeast	RPL19A-GFP yeast	LAP4-GFP MLPCN	Efflux pump mplx	Yeast superoxide	MEP2-GFP yeast	CIT2 TOR yeast	AHR activator
CC1CCCC(C)N1CCNC(=O)Cn1nc(-c2ccccc2)ccc1=O (stereo not drawn)	100	92	94	-0.1	109	101	94	0
Cc1cccc(NC(=O)C2Cc3ccccc3CN2C(=O)OCc2ccccc2)c1C (stereo not drawn)	102	104	94	-0.1	97	109	109	2
O=C(Cn1cc(C(=O)c2ccco2)c2ccccc21)NC1CCCC1	103	101	97	0.0	108	99	101	4
O=[N+]([O-])c1ccccc1/C=C/CN1CCN(Cc2ccc3c(c2)OCO3)CC1	98	101	94	0.1	91	106	100	4
CCN(CC)c1nc2c(s1)C(=O)CC(C)(C)C2	91	92	93	-0.1	132	95	94	2
Cc1csc(SCCn2c(N3CCOCC3)nc3c2c(=O)[nH]c(=O)n3C)n1	102	102	99	-0.3	102	103	101	2
COc1ccc(S(=O)(=O)Nc2cc3c4c(c2)CCN4C(=O)CC3)cc1	116	103	99	-0.1	95	101	106	3
Cc1ccccc1NS(=O)(=O)c1nnc(NC(=O)c2ccc(Br)cc2)s1	101	97	98	-0.1	90	103	97	5
O=C(c1ccc(Br)o1)N(Cc1ccccc1)Cc1ccccc1	87	101	109	0.0	94	101	83	3
CC(=O)N1N=C(c2ccc(C)cc2)OC1c1ccc(C)cc1 (stereo not drawn)	94	94	105	-0.1	105	99	90	6
COc1ccc(NC(=O)/C=C/c2c(Cl)nc3ccccn23)cc1	95	101	94	0.1	81	96	99	-3
CCCn1c(N)c(N(CCOC)C(=O)c2cc(-c3ccco3)nc3ccccc23)c(=O)[nH]c1=O	91	82	85	0.0	101	92	93	-2
CCCCN1Cc2c(nc3cc(-c4ccccc4)[nH]n3c2=O)C1=O	100	92	101	0.1	113	95	96	4
O/N=C/c1cccc[n+]1CCCCCC[n+]1ccccc1/C=N/O	107	109	98	0.0	94	111	104	.
CCn1c(=N)c(S(=O)(=O)c2ccccc2)cc2c(=O)n3ccccc3nc21	90	96	101	-0.3	100	106	104	0
COc1ccc(OC)c(N/C(C)=C/C(=O)c2ccc(C)o2)c1	101	103	87	0.0	117	111	115	1
CC(C)C(NC(=O)c1ccc(F)cc1)C(=O)N1CCOCC1 (stereo not drawn)	114	108	110	0.0	89	110	106	0
Cc1cc2ccccc2cc(C)c1=O	94	94	102	0.1	112	94	90	0
Cc1cc(C)c(NC(=O)CN(C)CC(=O)Nc2cccc(S(=O)(=O)N(C)c3ccccc3)c2)c(C)c1	96	100	94	0.5	113	99	97	4
COc1ccc(N2C(=O)CCC(C(=O)N(C)C3CCCCC3)C2c2ccc(OC)c(OC)c2)cc1 (stereo not drawn)	98	101	101	0.2	101	99	103	2
Cc1ccc(NC2=NC(c3ccccc3)n3c(nc(C)cc3=O)N2)c(C)c1 (stereo not drawn)	105	102	97	-0.1	108	105	112	-1
COc1ccc(/C(O)=C2/C(=O)C(=O)N(CCCN3CCOCC3)C2c2ccc(N(C)C)cc2)cc1 (stereo not drawn)	100	104	87	0.0	95	104	105	0
COc1ccc([C@H]2CC(=O)C=C(c3ccc(Oc4ccccc4)cc3)C2)cc1OC	97	96	98	0.3	72	95	103	8
COc1ccc(C2C3=C(CC(C)(C)CC3=O)Nc3c2c(=O)[nH]c2nc(C)nn32)cc1 (stereo not drawn)	104	98	100	-0.1	93	97	99	3
COc1ccccc1N1CCN(C(=O)CN(c2ccc(C)c(C)c2)S(C)(=O)=O)CC1	107	97	103	0.1	105	103	103	-2
CCC1CCCCN1CCCNC(=O)c1c(O)nc2cc(C)ccn2c1=O (stereo not drawn)	87	98	86	-0.1	102	103	96	3
Cc1c(NS(=O)(=O)c2cccc3nsnc23)c(=O)n(-c2ccccc2)n1C	108	104	109	0.0	194	110	112	5
COc1ccc(Cl)cc1-n1c(N)c(C(N)=O)sc1=S	108	105	111	-0.2	89	106	112	2
CCCn1cccc(C(=O)Nc2ccc(OC)cc2)c1=O	80	95	89	0.6	96	102	96	75*
Cc1cccc(Nc2nc(N)c([N+](=O)[O-])c(NCc3ccccc3)n2)c1	104	101	116	0.1	83	95	94	-6
N#CC1CN(C(c2ccccc2)c2ccccc2)C1	96	102	93	0.8	103	110	99	-2
CCOc1ccc(N(CC(=O)N2CCN(C(=O)CN(c3ccc(OCC)cc3)S(C)(=O)=O)CC2)S(C)(=O)=O)cc1	93	99	79	-0.1	109	96	100	-1
COc1ccc(CC(NC(C)=O)C(=O)NC2CCN(S(=O)(=O)c3cccc4ccccc34)CC2)cc1OC (stereo not drawn)	101	103	110	0.1	94	105	103	2
CCn1cc(C(=O)N2CCN(Cc3ccc4c(c3)OCO4)CC2)c(=O)c2ccc(C)nc21	107	101	104	0.0	98	109	108	-1
CC(C)(C)C1(O)CC(C(F)(F)F)=NN1C(=O)CCCc1ccccc1 (stereo not drawn)	104	96	102	0.1	104	99	96	7
CC(C)c1ccc(CNCc2ccccc2)cc1	102	95	103	0.0	97	104	100	0
COc1ccc(-c2cnnn2-c2ccc(N)cc2)cc1OC	93	97	93	0.0	114	100	93	2
C=CCNC(=O)c1cc2c(=O)n3ccccc3nc2s1	100	101	95	0.2	97	92	95	-6
CCOC(=O)C1CCCN(C(=O)CCNS(=O)(=O)c2cc(Br)cnc2N)C1 (stereo not drawn)	102	100	99	0.1	105	101	100	0
O=C(Cc1cccs1)N1CCN(S(=O)(=O)c2cc(Cl)ccc2Cl)CC1	102	98	111	0.2	102	95	89	0
O=C(CSc1nc(Nc2ccccc2)nc(N2CCOCC2)n1)N1CCCC1	99	97	103	0.1	99	95	111	12
COc1ccc(CN2CCNC(=O)C2CC(=O)NC2CCCCCC2)cc1C (stereo not drawn)	103	103	98	-0.1	95	104	97	1
S=C(NC1CCCC1)NC1CCCC1	93	96	93	0.0	70	94	100	0
Cc1nc2sc(C(c3ccccc3)N3CCN(C(=O)c4ccco4)CC3)c(O)n2n1 (stereo not drawn)	97	92	91	0.1	101	99	91	0
CN1C(=O)c2ccccc2C(C(=O)NCCCN2CCCC2)C1c1c[nH]c2ccccc12 (stereo not drawn)	102	103	94	-0.1	101	107	105	3
C#CCSc1nc2[nH]ncc2c(=O)[nH]1	112	107	103	-0.5	96	112	112	0
O=C(NC1CCCc2c1cnn2-c1cc(F)cc(F)c1)c1cc[n+]([O-])cc1 (stereo not drawn)	99	102	93	0.0	104	92	97	1
O=C(CSc1ncnc2ccccc12)N1CCCC1	99	96	97	-0.2	94	96	96	2
OCCNc1nc(N2CCN(c3ccccc3)CC2)nc2ccccc12	104	106	95	0.0	102	107	102	33
COc1ccc(N(CC2CO2)S(=O)(=O)c2ccccc2)cc1 (stereo not drawn)	104	100	92	-0.2	99	102	99	0

Some of the entries so far, with two lines to a compound:
Sequence of screens: AGP1 TOR yeast | RPL19A-GFP yeast | LAP4-GFP MLPCN | Efflux pump mplx | Yeast superoxide | MEP2-GFP yeast | CIT2 TOR yeast | AHR activator
C=CCNC(=O)c1cc2c(=O)n3ccccc3nc2s1
 : 100 | 101 | 95 | 0.2 | 97 | 92 | 95 | -6
CCOC(=O)C1CCCN(C(=O)CCNS(=O)(=O)c2cc(Br)cnc2N)C1 (stereo not drawn)
 : 102 | 100 | 99 | 0.1 | 105 | 101 | 100 | 0
O=C(Cc1cccs1)N1CCN(S(=O)(=O)c2cc(Cl)ccc2Cl)CC1
 : 102 | 98 | 111 | 0.2 | 102 | 95 | 89 | 0
O=C(CSc1nc(Nc2ccccc2)nc(N2CCOCC2)n1)N1CCCC1
 : 99 | 97 | 103 | 0.1 | 99 | 95 | 111 | 12
COc1ccc(CN2CCNC(=O)C2CC(=O)NC2CCCCCC2)cc1C (stereo not drawn)
 : 103 | 103 | 98 | -0.1 | 95 | 104 | 97 | 1
S=C(NC1CCCC1)NC1CCCC1
 : 93 | 96 | 93 | 0.0 | 70 | 94 | 100 | 0
Cc1nc2sc(C(c3ccccc3)N3CCN(C(=O)c4ccco4)CC3)c(O)n2n1 (stereo not drawn)
 : 97 | 92 | 91 | 0.1 | 101 | 99 | 91 | 0
CN1C(=O)c2ccccc2C(C(=O)NCCCN2CCCC2)C1c1c[nH]c2ccccc12 (stereo not drawn)
 : 102 | 103 | 94 | -0.1 | 101 | 107 | 105 | 3
C#CCSc1nc2[nH]ncc2c(=O)[nH]1
 : 112 | 107 | 103 | -0.5 | 96 | 112 | 112 | 0
O=C(NC1CCCc2c1cnn2-c1cc(F)cc(F)c1)c1cc[n+]([O-])cc1 (stereo not drawn)
 : 99 | 102 | 93 | 0.0 | 104 | 92 | 97 | 1
O=C(CSc1ncnc2ccccc12)N1CCCC1
 : 99 | 96 | 97 | -0.2 | 94 | 96 | 96 | 2
OCCNc1nc(N2CCN(c3ccccc3)CC2)nc2ccccc12
 : 104 | 106 | 95 | 0.0 | 102 | 107 | 102 | 33
COc1ccc(N(CC2CO2)S(=O)(=O)c2ccccc2)cc1 (stereo not drawn)
 : 104 | 100 | 92 | -0.2 | 99 | 102 | 99 | 0

Going on with the list.
SMILES	AGP1 TOR yeast	RPL19A-GFP yeast	LAP4-GFP MLPCN	Efflux pump mplx	Yeast superoxide	MEP2-GFP yeast	CIT2 TOR yeast	AHR activator
COc1ccc(C(=O)N/C(=C\c2ccccc2)C(=O)Nc2ccccc2C(=O)O)cc1	103	102	102	-0.2	93	104	102	-1
CCCCc1nc2cc(C(=O)N3CCCCC3CCO)ccc2o1 (stereo not drawn)	92	91	96	0.0	93	84	87	3
CCCc1cc(=O)oc2cc(C)cc(OCC(=O)N3CCC(C(N)=O)CC3)c12	99	96	100	0.0	85	100	98	-1
O=S(=O)(c1ccc(C(F)(F)F)cc1)N1CCN(CCc2ccccc2)CC1	97	97	95	0.0	109	100	98	2
CCCN(CCC)S(=O)(=O)c1ccc(C(=O)OCCN2C(=O)c3cccc4c(N5CCOCC5)ccc(c34)C2=O)cc1	91	96	102	-1.0	121	135	80	-1
O=C(Cc1ccc(F)cc1)NCCS(=O)(=O)N1CCN(c2cccc(Cl)c2)CC1	89	91	87	0.2	109	96	90	-1
Cc1ccc(C(=O)N2C(=S)C(c3ccc(F)cc3)=NC23CCN(C)CC3)cc1	89	96	92	0.1	85	95	86	2
NC(=O)C(Cc1ccccc1)N1C(=O)c2ccccc2C1=O (stereo not drawn)	96	97	87	-0.1	96	96	100	1
CNC(=S)Nc1ccc(C)cc1	100	107	101	11*	94	104	104	4
CCOc1ccc(OCCCC(=O)NCCc2ccc(OC)cc2)cc1	96	101	102	0.8	102	93	92	2
Cc1ccccc1C(=O)c1cccn1CC(=O)NCc1ccco1	104	101	100	0.1	95	103	103	4
CN(Cc1ccccc1)C(=O)c1ccc2c(c1)OCCO2	109	100	111	-0.2	95	104	101	0
COc1ccc(-n2ncc3c(NCc4cccnc4)ncnc32)cc1	100	97	106	0.4	91	102	90	3
c1ccc2c(c1)Cc1cc(CN3CCOCC3)ccc1-2	90	94	91	5.9*	85	91	90	5
COc1ccc(CC(=O)NNC2=Nc3cccc4cccc2c34)cc1	98	95	90	-0.1	97	95	104	15
Cc1cc(C)cc(OCc2nnc(SCC(=O)Nc3ccccc3)o2)c1	101	98	97	0.0	105	97	102	7
Cc1cccc(OCC(=O)Nc2nonc2NC(=O)COc2cccc(C)c2)c1	98	98	97	0.1	96	103	92	10
CCOC(=O)N1CCN(c2c(N3CCc4ccccc4C3)c(=O)c2=O)CC1	109	99	99	-0.3	99	104	96	1

Screening results as filed in PubChem.
